TAG inh: reduces triacylglycerol accumulation in H9c2 cells; Nile Red lipid (TAG) fluorescence; cells loaded with 200 µM oleic acid; inhibition, % at 12.5 µM; 230,000 compounds, 0.66% hits;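 active = pattern-corrected inhibition of lipid staining of at least 50% with the nuclear-stain viability signal not falling by more than 50%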;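 also: 0% = DMSO wells and 100% = triacsin C control wells; some results filed as inactive read as strong as hits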
TAG inh DAPI viability: recorded beside TAG inh, whose call it bears; DAPI nuclei signal change (viability), lower = more cytotoxic, %;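 whole-well DAPI fluorescence read on a plate reader as a viability signal; minus 50 percent equals half of cells still viable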
Active calls of the source: *. Some of the compounds tested; the hit share may differ from the screen's.

Compound | TAG inh | TAG inh DAPI viability
CC1=C(C(=O)OC(C)C)C(c2ccc3c(c2)OCO3)NC(=O)N1 (stereo not given) | 0 | -4
Nc1nc(SCc2c(Cl)cccc2Cl)n[nH]1 | 7 | 1
Cc1ccc(-n2c(C)nc3c(cnn3-c3ccccc3Cl)c2=O)cc1C | 34 | 2
CCc1nnc(NC(=O)C2=CCN(S(=O)(=O)c3ccc(F)cc3)CC2)s1 | -9 | 10
C[C@@H]1CN([C@H](C)CO)C(=O)c2cc(Br)cnc2O[C@H]1CN(C)C(=O)Cc1ccncc1 | 5 | 2
CC(C)NS(=O)(=O)c1ccc(OCC(=O)N2CCc3ccccc3C2)cc1 | -15 | -1
O=C1c2ccccc2C(=O)N1OCc1cccc(Cl)c1 | -8 | 14
CCN(CC)S(=O)(=O)c1ccc(-c2csc(C)n2)cc1 | 8 | -15
COc1cc2c(cc1NC(=O)CN1CCN(S(=O)(=O)c3ccc(C)cc3)CC1)oc1ccccc12 | 23 | 0
Cc1cccc(CC(=O)NCCS(=O)(=O)N2CCN(c3cccc(Cl)c3)CC2)c1 | 3 | 4
CCc1cc(C(=O)N2CCN(C(=O)c3ccco3)CC2)sc1C | 1 | -9
CCN(CC)c1ccc(NC(=O)c2c(C)noc2C)cc1 | 33 | -5
OCCN1CCN(CCCN2c3ccccc3CCc3ccccc32)CC1 | -4 | -5
Cn1c(=O)cc(SCC(=O)NCCCN2CCOCC2)c2ccccc21 | -8 | -12
CCC(=O)c1ccc(OCC(=O)OCc2csc(CC(=O)Nc3ccccc3C)n2)cc1 | 5 | 4
CC(=O)/C(=C/N(C)C)C(=O)Nc1ccc(Cl)cc1Cl | 3 | 0
CCOc1ccccc1OCCOc1ccccc1OC(C)C | -12 | -2
CCCCn1c(N)c(N(CCOC)C(=O)c2ccc(Br)s2)c(=O)[nH]c1=O | 2 | 4
COc1ccc(N2CC(O)=C(c3nc4ccccc4s3)C2=N)c(OC)c1 | 13 | 0
CSc1ncccc1C(=O)OCC(=O)Nc1ccc(N2CCOCC2)cc1 | 5 | 8
CC(C(=O)Nc1ccon1)N1C(=O)c2ccccc2S1(=O)=O (stereo not given) | -1 | 2
Cc1ccc(CNC(=O)CCc2ccccc2)cc1 | -13 | -4
O=C(Nc1cc(S(=O)(=O)N2CCOCC2)ccc1N1CCCC1)c1cc(F)c(F)cc1Cl | -1 | 0
Cc1cccc2c1-c1sc(C(=O)N3CCCCC3)cc1CO2 | 8 | 20
O=C(CN1C(=O)NC(c2ccccc2)(c2ccccc2)C1=O)Nc1ccc(N2CCOCC2)cc1 | 5 | -5
COc1ccc(NC(=O)NNC(=O)C(C)Oc2ccc3ccccc3c2)cc1 (stereo not given) | 2 | 4
O=C(Nc1ccsc1C(=O)N1CCCC1)c1ccccc1 | -17 | 6
Cc1cc(C)n(-c2ccc(Cl)c(C(=O)Nc3ccc(-c4nnc5n4CCCCC5)cc3)n2)n1 | 24 | 2
Cc1onc(-c2ccccc2)c1C(=O)NCC1CCN(C(=O)c2c(-c3ccccc3)noc2C)CC1 | -5 | -12
O=C(C1CCC(CNc2c(N3CCCC3)c(=O)c2=O)CC1)N1CCc2ccccc21 (stereo not given) | 14 | -2
CC(=O)C1=C(c2ccccc2)NC(=S)NC1c1cc(Cl)c(OC(C)C)c(Cl)c1 (stereo not given) | -11 | 0
O=c1c2cn[nH]c2nc(SCc2cc(=O)n3cc(Br)ccc3n2)n1-c1ccc(Br)cc1 | -4 | 3
Cc1c(NC(=O)C(c2ccccc2)c2ccccc2)cccc1C(=O)O | -3 | 11
COc1cccc(COC(=O)C2CCN(S(=O)(=O)c3ccc(C)cc3C)CC2)c1OC | -18 | 0
CC(=O)Nc1ccc(OS(=O)(=O)c2ccccc2C)cc1 | 5 | -5
CNC(=O)c1cc(S(=O)(=O)Nc2ccc3c(c2)OCCO3)ccc1C | -11 | 7
Cc1ccc(C(=O)Nc2ccc(O)c(C(=O)O)c2)o1 | 9 | -11
CCC1CCC2(CC1)NC(=O)N(CC(=O)N1CCc3ccccc31)C2=O (stereo not given) | -21 | 2
COc1ccc(NC(=O)C2(C)CCN2CCOc2ccccc2)cc1OC (stereo not given) | 6 | -4
CCOC(=O)C1=C(C)OC(N)=C(C#N)C1c1c(C)nn(-c2ccccc2)c1Cl (stereo not given) | -23 | 10

No new results follow: 17 of the compounds above.
Compound | TAG inh | TAG inh DAPI viability
Cc1cccc2c1-c1sc(C(=O)N3CCCCC3)cc1CO2 | 8 | 20
O=C(CN1C(=O)NC(c2ccccc2)(c2ccccc2)C1=O)Nc1ccc(N2CCOCC2)cc1 | 5 | -5
COc1ccc(NC(=O)NNC(=O)C(C)Oc2ccc3ccccc3c2)cc1 (stereo not given) | 2 | 4
O=C(Nc1ccsc1C(=O)N1CCCC1)c1ccccc1 | -17 | 6
Cc1cc(C)n(-c2ccc(Cl)c(C(=O)Nc3ccc(-c4nnc5n4CCCCC5)cc3)n2)n1 | 24 | 2
Cc1onc(-c2ccccc2)c1C(=O)NCC1CCN(C(=O)c2c(-c3ccccc3)noc2C)CC1 | -5 | -12
O=C(C1CCC(CNc2c(N3CCCC3)c(=O)c2=O)CC1)N1CCc2ccccc21 (stereo not given) | 14 | -2
CC(=O)C1=C(c2ccccc2)NC(=S)NC1c1cc(Cl)c(OC(C)C)c(Cl)c1 (stereo not given) | -11 | 0
O=c1c2cn[nH]c2nc(SCc2cc(=O)n3cc(Br)ccc3n2)n1-c1ccc(Br)cc1 | -4 | 3
Cc1c(NC(=O)C(c2ccccc2)c2ccccc2)cccc1C(=O)O | -3 | 11
COc1cccc(COC(=O)C2CCN(S(=O)(=O)c3ccc(C)cc3C)CC2)c1OC | -18 | 0
CC(=O)Nc1ccc(OS(=O)(=O)c2ccccc2C)cc1 | 5 | -5
CNC(=O)c1cc(S(=O)(=O)Nc2ccc3c(c2)OCCO3)ccc1C | -11 | 7
Cc1ccc(C(=O)Nc2ccc(O)c(C(=O)O)c2)o1 | 9 | -11
CCC1CCC2(CC1)NC(=O)N(CC(=O)N1CCc3ccccc31)C2=O (stereo not given) | -21 | 2
COc1ccc(NC(=O)C2(C)CCN2CCOc2ccccc2)cc1OC (stereo not given) | 6 | -4
CCOC(=O)C1=C(C)OC(N)=C(C#N)C1c1c(C)nn(-c2ccccc2)c1Cl (stereo not given) | -23 | 10

Next section.
Compound | TAG inh | TAG inh DAPI viability
O=C(Nc1ccncc1)c1cccc(F)c1 | -5 | 2
CCC(=O)c1ccc(OCC(=O)OC(C)C(=O)Nc2c(C)n(C)n(-c3ccccc3)c2=O)cc1 (stereo not given) | 5 | 4
COc1cc2c(cc1NC(=O)CN(C)Cc1nc3ccccc3c(=O)[nH]1)oc1ccccc12 | 24 | 14
O=C1C=C(NCCc2cc(Br)c(O)c(Br)c2)C(=O)c2ncccc21 | 53* | -30*
C[C@H](NC(=O)c1nc[nH]c1C(=O)N1CCNCC1)C(=O)OCc1ccccc1 | 15 | -1
CC(NC(=O)C1CCCCC1)C(c1cccs1)N1CCN(C)CC1 (stereo not given) | 2 | -6
Cc1ccc(CN2C(=O)CSc3ccc(C(=O)NCCN4CCOCC4)cc32)cc1 | -10 | 7
Cc1ccc(N(C(=O)C2CCCC2)C2C=CS(=O)(=O)C2)cc1 (stereo not given) | 4 | -14
COc1ccccc1-c1nc(SCC(=O)Nc2ccccc2F)n[nH]1 | 4 | -8
COc1ccccc1OCc1cc(C(=O)NCCN2CCCC(O)C2)no1 (stereo not given) | -3 | 0
CCn1c(CNc2ccc(Cl)cc2)nnc1SCc1ccccc1 | -155 | 4
O=C(COC(=O)c1ccc(F)cc1Cl)NC1CCS(=O)(=O)C1 (stereo not given) | 17 | 1
Cc1ccc(NC(=O)c2ccccc2F)c(NC(=O)c2ccccc2F)c1 | -6 | 13
O=C(Nc1ccc2c(c1)OCO2)c1csc([C@H]2C[C@H](O)[C@@H](CO)O2)n1 | -6 | 7
CCC(C(=O)OCCOCCN(CC)CC)c1ccccc1 (stereo not given) | -7 | 18
CCN1CCN(c2ccc(S(=O)(=O)N3CCOCC3)cc2NC(=O)c2ccc(OCC(C)C)cc2)CC1 | 8 | 8
O=C(C1CCCN(S(=O)(=O)c2cccc3nsnc23)C1)N1CCCCCC1 (stereo not given) | -9 | 2
CC(=O)Nc1ccc2nc(-c3ccncc3)[nH]c2c1 | 4 | -1
CN(C(=O)COC(=O)c1cnc(Cl)c(Cl)c1)C1CCS(=O)(=O)C1 (stereo not given) | -2 | -8
CCOc1ccc(NC(=O)C2CCN(C(=O)N3CCOc4ccccc43)CC2)cc1 | -8 | -1

Later entries.
Molecule	TAG inh	TAG inh DAPI viability
CCN(CC)S(=O)(=O)c1ccc(Nc2nc3ccccc3n3nnnc23)cc1	27	3
COc1cccc(CN2CCN(C(=O)c3cc(-c4ccccn4)nc4ccc(Cl)cc34)CC2)c1	13	-2
Cc1cn([C@H]2C[C@H](O)[C@@H](CNCc3cc(Cl)ccc3OCc3ccc(Cl)cc3)O2)c(=O)[nH]c1=O	12	11
COc1cc(CCC(=O)OCC(=O)Nc2c(C)cc(C)cc2C)cc(OC)c1OC	13	-5
COc1cc(/C=C/C(=O)OCC(=O)NCc2ccccc2OC)ccc1O	11	-7
O=C(COC(=O)/C=C/c1ccccc1Cl)Nc1cccnc1Cl	-6	3
CCOC(=O)C1=C(CSc2nncn2C)NC(=O)NC1c1cc(OCC)ccc1OCC (stereo not given)	-2	-6
CC(C(=O)Nc1ccc(C#N)cc1)N(C)CC(=O)Nc1ccccc1Br (stereo not given)	-18	22
Cc1cccc(NC2SC(=O)NC2=O)c1 (stereo not given)	-8	-2
Nc1nc(SCc2ccc(Cl)cc2Cl)ns1	-1	-11
CSc1ccc(OC2(C)CCN(Cc3ccc(OC(F)(F)F)cc3)C2)cc1 (stereo not given)	-6	9
NCCCNc1ccc([N+](=O)[O-])cc1C(F)(F)F	12	2
CCOC(=O)c1cc(=O)c2ccc(OCC(=O)Nc3ccccc3)cc2o1	-1	-1
COc1ccc(Br)cc1/C=c1\sc2nc(-c3ccco3)nn2c1=O	3	-4
C1=C(c2ccc(-c3ccccc3)cc2)Nc2ncnn2C1c1ccco1 (stereo not given)	-4	29
Cn1cnc([N+](=O)[O-])c1Sc1nc(N)nc2c1ncn2C1CC(O)C(CO)O1 (stereo not given)	14	-11
CN(C(=O)COC(=O)c1ccccc1OCc1ccc(Cl)cc1)c1c(N)n(Cc2ccccc2)c(=O)[nH]c1=O	5	3
O=C(c1cn(Cc2ccccc2)nc1-c1cccnc1)N1CCN(Cc2ccccc2)CC1	-1	-6
O=C(OCC(=O)N(c1ccccc1)C1CCCCC1)c1ccc(CO)cc1	9	1
COc1ccc2cc(CO)c3cc(OC)c(OC)cc3c2c1	-1	-3
O=C(/C=C/c1ccc2c(c1)OCO2)Nc1cccnc1	18	2
CCCCCc1cc(=O)oc2c(C(CCN3CCCC(C)C3)c3cc(OC)c(OC)c(OC)c3)c(OC)cc(OC)c12 (stereo not given)	79	-56
COc1ccc([N+](=O)[O-])cc1NC1CCCCC1	-5	-1
CC1=C(C(=O)OCc2ccccc2)C(c2ccc(C(C)(C)C)cc2)NC(=O)N1CCCCCC(=O)O (stereo not given)	-15	-2
CCN(CC)S(=O)(=O)c1ccc(N2CCOCC2)c(NC(=O)c2sccc2C)c1	9	-7
NCCNc1ccc(C(=O)N2c3ccccc3Sc3ccccc32)cc1[N+](=O)[O-]	26	-15
Cc1ccc(-n2c(=O)[nH]c3c(oc4ccccc43)c2=O)cc1	7	1
Cc1cc2oc(=O)cc(-c3ccccc3)c2c(C)c1-c1ccc(F)c(Cl)c1	-1	-7
O=C(NCc1ccccc1)C1=C[C@H](c2coc3ccccc3c2=O)C[C@H](OCCCCO)O1	12	-11
O=C(Nc1ccccn1)c1cc2cc([N+](=O)[O-])ccc2s1	5	6
CCCc1[nH]nc2c1C(c1ccc(OC)c(Cn3nc(C)c(Br)c3C)c1)C(C#N)=C(N)O2 (stereo not given)	-3	17
CC(OC(=O)CCc1nc2ccccc2[nH]c1=O)C(=O)c1ccccc1 (stereo not given)	-11	1
CCOc1ccc(NC(=O)NNC(=O)COc2ccc3ccccc3c2)cc1	7	1
CC(NS(=O)(=O)/C=C/c1ccccc1)c1ccccc1 (stereo not given)	-26	8
Cc1c(CCO)c(=O)n(C)n1C(=O)c1ccc(F)cc1	-4	1
Cc1cccc(OCC(=O)Nc2nc(-c3ccncc3)cs2)c1	13	4
CCCC(=O)Nc1sc2c(c1C#N)CCCC2	-12	4
O=c1c2cc(-c3ccccc3)sc2ncn1-n1cccc1	-5	1
COc1ccc(Cn2c(CCC(=O)Nc3ccc(C)c(C)c3)nc3cccnc32)cc1	4	-3
CC(C)n1c(CNC(=O)c2ccccc2)nc2ccccc21	-1	4
NC(=O)C1CCN(c2cc(Cl)ccc2[N+](=O)[O-])CC1	-34	0
C=CCNC(=O)COC(=O)CNC(=O)c1cc(Cl)cc([N+](=O)[O-])c1	4	13
COc1ccc(Cc2noc(CN3CCCN(C4Cc5ccccc5C4)CC3)n2)cc1OC	7	4
O=C(CCl)N1N=C(c2cccs2)CC1c1ccco1 (stereo not given)	12	1
Cc1ccc(NC(=O)CN2C(=O)NC(C)(C3CC3)C2=O)c([N+](=O)[O-])c1 (stereo not given)	-8	4

From PubChem BioAssay
